Source: PubChem
RORgamma inh: qHTS for inhibitors of ROR gamma transcriptional activity; Nuclear receptor ROR-gamma (Mus musculus), P51450; Drosophila S2 Gal4-RORgamma UAS-luciferase reporter, 20 h; Potency, µM (doses to about 53.6 µM), inactives show at the highest dose activity change, negative = inhibition, hits mostly inhibitors; 310,000 compounds, 5.4% hits; note: potency is the fitted concentration of half-maximal effect; % is set by controls: 0 for no effect and ±100 for the full control effect; nearly all actives have a fitted effect of over 60% in size
Target sequence (P51450 whole entry, looked up, the tested form may be a part): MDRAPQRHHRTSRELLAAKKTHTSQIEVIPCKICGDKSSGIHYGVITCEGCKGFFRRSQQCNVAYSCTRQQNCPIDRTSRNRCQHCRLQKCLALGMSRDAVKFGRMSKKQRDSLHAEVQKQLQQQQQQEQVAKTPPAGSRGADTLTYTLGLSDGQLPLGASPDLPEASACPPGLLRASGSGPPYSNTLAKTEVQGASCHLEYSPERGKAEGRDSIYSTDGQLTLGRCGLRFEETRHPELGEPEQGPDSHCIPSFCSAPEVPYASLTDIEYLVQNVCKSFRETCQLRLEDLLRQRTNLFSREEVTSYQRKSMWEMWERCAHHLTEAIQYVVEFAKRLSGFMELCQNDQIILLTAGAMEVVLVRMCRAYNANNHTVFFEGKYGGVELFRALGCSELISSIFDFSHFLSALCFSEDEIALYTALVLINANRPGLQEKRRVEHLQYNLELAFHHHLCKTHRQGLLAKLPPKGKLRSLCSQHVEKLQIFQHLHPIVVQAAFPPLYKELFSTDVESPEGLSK
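A Gal4/UAS one-hybrid system in insect cells: metallothionein-promoter Gal4–ROR gamma fusion plus Photinus luciferase reporter. Copper sulfate 700 uM final, 20 hr ambient incubation, luminescent detection after 10 min with reagent.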
NPC1 promoter act: qHTS Assay for NPC1 Promoter Activators. AID 485313, 2010. Huh7 NPC1 promoter luciferase reporter, 24 h. Potency, µM (series often up to 9.22 µM), for the others: at the top dose activation, usual class: activators. 320,000 compounds, 2.4% hits;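 note: potency is the fitted concentration of half-maximal effect; % of control where 0% means no effect; nearly all actives have a fitted effect of over 60% in size; reporter is driven by a mutant NPC1 promoter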
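Luminescence read-out of NPC1 promoter-driven luciferase in stably transfected Huh7 cells; compounds delivered in DMSO and left 24 h at 37C, 5% CO2, qHTS titration format.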
Rab9 prom act: qHTS Assay for Rab9 Promoter Activators. Potency, µM (highest dose often 9.22 µM), for inactives: top-dose activation, negative = inhibition, usual class: activators. Huh7 Rab9 promoter-luciferase reporter, luminescence, 24 h. 320,000 compounds, 2.8% hits; note: potency is the fitted concentration of half-maximal effect; % of control where 0% means no effect; nearly all actives have a fitted effect of over 60% in size
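Stable Rab9-luc Huh7, 1500 cells/well, 2 h settle; cmpd in DMSO, 24 h, 37 °C/5% CO2; luciferase reagent 10 min RT; luminescence.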
Gal4-VP16 FLuc: VP16 counterscreen qHTS for inhibitors of ROR gamma transcriptional activity; Drosophila S2 Gal4-VP16 UAS-luciferase, luminescence, 20 h; Potency, µM (titrated, usually from 53.6 µM), inactives show at the top dose activity, negative = inhibition, usual class: inhibitors; 310,000 compounds, 3.5% hits; AID 2546, 2010;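 note: Gal4-VP16 expression switched on by copper sulfate through the metallothionein promoter; potency is the fitted concentration of half-maximal effect; % is set by controls: 0 for no effect and ±100 for the full control effect; nearly all actives have a fitted effect of over 50% in size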
uPA surface inh: qHTS for Inhibitors of Cell Surface uPA Generation; AID 540303, 2011; cell surface uPA generation assay, qHTS; 330,000 compounds, 0.31% hits; Potency, µM (highest dose often 38.3 µM), for inactives: top-dose activity change, negative = inhibition, most hits filed as inhibitors; active = well fitted inhibition curve with a large enough effect; inconclusive = small, poorly fitted or top-dose-only effect; inactive = no such curve, though single readings can be large or run the other way; tested in mouse RAW 264.7 cells; note: potency is the fitted concentration of half-maximal effect; % is set by controls: 0 for no effect and ±100 for the full control effect; nearly all actives have a fitted effect of over 55% in size
KCNH2 3.1 inh: qHTS for Inhibitors of KCHN2 3.1: Mutant qHTS | Potassium voltage-gated channel subfamily H member 2, brain isoform KCNH2 3.1 (human) | U2OS KCNH2 3.1, thallium flux FluxOr; active compounds read low | activity change, % (tested at about 1.8 µM) | 340,000 compounds, 0.95% hits | AID 720553, 2013;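 active = maximum activity change below -70%; inconclusive = maximum activity change from -70% to -50%; inactive = maximum activity change above -50%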;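 note: thallium influx rate constant from kinetic fluorescence after stimulation buffer; % is set by controls: 0 for no effect and ±100 for the full control effect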
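Steps: virus added to U2OS suspension (4 h, RT, dark); medium with 10% FBS added, cells plated, 37 C overnight; FluxOr/Red40 loading buffer 45 min RT; stimulation buffer, 2 min kinetic read; rate constant normalized.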
FLuc counter: qHTS profiling assay for firefly luciferase inhibitor/activator using purifed enzyme and Km concentrations of substrates (counterscreen for miR-21 project). Luciferin 4-monooxygenase (Photinus pyralis), P08659. Potency, µM (highest dose often 57.5 µM), without a hit: at the top dose activity change, negative = inhibition, most hits filed as inhibitors. 360,000 compounds, 6.9% hits. purified FLuc, Km substrates, luminescence inhibition;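 note: potency is the fitted concentration of half-maximal effect; plate controls were vehicle for no effect and reference inhibitor for full effect; nearly all actives have a fitted effect of over 55% in size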
Target sequence (P08659 whole entry, looked up): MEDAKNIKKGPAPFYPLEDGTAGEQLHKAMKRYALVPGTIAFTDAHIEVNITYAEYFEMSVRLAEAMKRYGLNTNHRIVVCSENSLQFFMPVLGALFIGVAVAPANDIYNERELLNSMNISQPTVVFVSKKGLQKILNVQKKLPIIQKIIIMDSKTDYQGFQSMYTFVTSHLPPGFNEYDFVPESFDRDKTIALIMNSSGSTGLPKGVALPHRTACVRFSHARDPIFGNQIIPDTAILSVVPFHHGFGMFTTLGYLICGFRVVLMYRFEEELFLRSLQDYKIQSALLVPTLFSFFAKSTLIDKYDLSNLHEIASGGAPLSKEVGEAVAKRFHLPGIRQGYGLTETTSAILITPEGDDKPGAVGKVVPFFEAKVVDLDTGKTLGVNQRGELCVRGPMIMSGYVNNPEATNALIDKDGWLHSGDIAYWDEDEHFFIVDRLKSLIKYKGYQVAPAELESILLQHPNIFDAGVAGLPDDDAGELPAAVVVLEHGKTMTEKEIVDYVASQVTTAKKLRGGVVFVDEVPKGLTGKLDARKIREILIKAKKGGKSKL
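Biochemical qHTS of compounds, final roughly 60 µM downward over six points, against 10 nM purified firefly luciferase using Km concentrations of substrates (10 uM D-luciferin, 10 uM ATP) in Tris acetate pH 7.5 buffer; luminescence output.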
ELG1 genotox: qHTS screen for small molecules that induce genotoxicity in human embryonic kidney (HEK293T) cells expressing luciferase-tagged ELG1. HEK293T ELG1-luciferase reporter, luminescence, 16 h. Potency, µM (highest dose often 46 µM), for the others: at the top dose activity change, positive = activation, hits mostly activators. 330,000 compounds, 1.3% hits. AID 504466, 2011; note: potency is the fitted concentration of half-maximal effect; % of control where 0% means no effect; nearly all actives have a fitted effect of over 60% in size
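16 hr compound incubation (37 °C, 5% CO2) of HEK293T cells carrying luciferase-tagged ELG1; luciferase then measured by ONE-Glo luminescence after 30 min at RT.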
Coupling enz: qHTS Assay for Inhibitors of Fructose-1,6-bisphosphate Aldolase from Giardia Lamblia: Coupling assay counterscreen | coupling enzyme system counterscreen, AmpLite Red fluorescence | activity change, negative = inhibition, % at 58.2 µM, hits read low | 290,000 compounds, 0.67% hits | AID 2472, 2010; in the data active = activity change below about -30%; note: % is set by controls: 0 for no effect and ±100 for the full control effect
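Coupling enzymes only (glyceraldehyde-3-phosphate) + compound, at 57.5 uM final, 10 min RT; add substrate/coupling/AmpLite Red mix, 20 min RT; fluorescence ex 525/em 598 nm. Actives flag coupling-system interference.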
Giardia killer: Small Molecules that selectively kill Giardia lamblia: qHTS; Giardia lamblia trophozoite viability; activity change, % at 7.66 µM, hits read low; 340,000 compounds, 0.15% hits; AID 540267, 2011; in the data active = activity change below about -80%; inconclusive = between about -30% and that limit;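 note: parasites exposed to compound for two days anaerobically before the ATP read; % is set by controls: 0 for no effect and ±100 for the full control effect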
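Luminescent ATP signal served as the viability read-out, measured 15-30 min after adding ATP detection reagent to trophozoites that had been incubated with compounds for 48 hrs at 37 deg C anaerobically at 100 cells/well.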
Tb PFK block: qHTS Assay to Find Inhibitors of T. brucei phosphofructokinase | ATP-dependent 6-phosphofructokinase (Trypanosoma brucei brucei), O15648 | T. brucei PFK, ADP-Glo luminescence | Potency, µM (top dose mostly 57.5 µM), for the others: at the top dose activity, negative = inhibition, hits mostly inhibitors | 330,000 compounds, 0.17% hits | AID 485367, 2010;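 note: potency is the fitted concentration of half-maximal effect; 0% = uninhibited 1x PFK enzyme wells and -100% = no-enzyme wells; nearly all actives have a fitted effect of over 60% in size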
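PFK 1.25 nM, F6P 0.5 mM, ATP 0.1 mM, 0.1 M TEA pH 8.0, 5 mM MgCl2, 0.01% Tween20, 0.1% BSA; 45 min RT. ADP-Glo readout. qHTS titration up to 57 uM; curves fitted, compounds curve-classed.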
Starred values were filed as active, the others as inactive; ? = inconclusive; . = not tested or not shown; [ ] = dose if it differs, or a comment. Unless noted, calls come from the whole dose curve; as a rule, active = well fitted curve in the direction sought with a large enough effect; inconclusive = small, poorly fitted or top-dose-only effect, or another doubt; inactive = no such curve, though single readings can be large; an effect the other way counts as inactive or inconclusive.

SMILES | RORgamma inh | NPC1 promoter act | Rab9 prom act | Gal4-VP16 FLuc | uPA surface inh | KCNH2 3.1 inh | FLuc counter | ELG1 genotox | Coupling enz | Giardia killer | Tb PFK block
CCO/N=C(\C)c1c(O)c(CC)c(-c2ccccc2)n(-c2ccccc2)c1=O | 20.4% | -1.2% | -4.8% | -9.4% | 2.6% | 8.4 | -0.8% | -3.4% | -10.8 | -0.5 | -0.6%
CCCn1c(C)cc(C(=O)COC(=O)CN=C2NS(=O)(=O)c3ccccc32)c1C | ? | -0.5% | 1.4% | -21.8% | 0.3% | 6.9 | ? | 6.1% | 1.0 | 12.6 | 0.0%
COc1ccc(C(=O)Nc2cc(C)on2)cc1[N+](=O)[O-] | 5.5% | 0.4% | 9.7% | 4.1% | 0.8% | -5.7 | -2.1% | 0.2% | 2.8 | -14.6 | -1.6%
Cc1cccc(Oc2ccc(S(=O)(=O)N3CCCCC3)cc2N)c1 | 21.0% | -4.9% | -9.0% | -1.9% | -8.0% | 0.9 | -4.5% | -8.3% | 0.3 | 2.7 | -0.5%
Cc1ccc(S(=O)(=O)CCC(=O)c2ccc(O)cc2O)cc1 | 14.1µM* | -2.6% | 6.7% | ? | -9.1% | 11.2 | -14.6% | -1.9% | -1.5 | -17.6 | -1.4%
COc1ccc(C2/C(=C(/O)c3ccccc3)C(=O)C(=O)N2C)cc1OC (stereo not given) | 6.6% | 0.3% | -3.7% | 5.9% | 3.8% | -37.9 | 1.8% | -7.0% | 5.0 | -19.1 | 5.2%
CCCCCN(C(=O)NC(=O)Nc1nncs1)S(C)(=O)=O | 11.2µM* | -0.7% | -6.4% | -0.8% | -0.9% | 5.0 | -0.8% | -5.7% | 0.1 | -16.1 | -2.4%
CCNC(=S)NNC(=O)c1cc(-c2cccnc2)nc2ccccc12 | 15.8µM* | -3.0% | 2.6% | ? | -15.6% | 6.1 | 9.53µM* | 3.2% | 3.5 | 2.1 | -0.9%
Cc1cc(C)nc(N2CCN(c3ccc(F)cc3)CC2)n1 | -1.8% | -3.3% | -0.8% | 3.0% | 13.9% | -2.6 | 2.3% | 0.4% | -0.2 | 5.7 | 2.7%
Cc1ccc(OCCC(=O)OCC(=O)NC2CCCC2)cc1 | . | 0.4% | 2.3% | . | 5.2% | -0.9 | 0.6% | 2.1% | . | -2.8 | 3.2%
COc1ccccc1NS(=O)(=O)c1ccc(S(=O)(=O)N2CCOCC2)cc1 | 17.2% | -2.0% | -19.7% | 9.6% | -12.5% | 1.0 | -1.3% | 3.0% | -2.2 | 8.0 | -0.6%
O=C(Nc1cccs1)Nc1c(F)c(F)cc(F)c1F | -41.4% | -2.9% | -2.2% | ? | -9.1% | 15.5 | -12.3% | -2.5% | -0.8 | -17.7 | 3.6%
CC(=O)Nc1ccc(NC(=O)C(=O)c2cn(CC(=O)N3CCCC3)c3ccccc23)cc1 | -1.6% | 7.4% | -0.1% | 4.7% | 11.8% | 4.2 | -12.6% | -5.9% | -0.6 | -8.8 | 3.2%
Cc1cccc(OCC(=O)Nc2ccc(NC(=O)c3ccco3)cc2)c1 | 12.5% | -0.2% | 7.1% | 0.7% | 3.5% | -3.0 | -1.9% | 7.7% | 3.4 | -15.2 | -0.4%
Cc1ccc(NC(=O)CC(=O)Nc2ccc(C)c(C)c2)cc1C | 2.5% | 1.1% | 1.4% | 3.9% | 5.6% | 11.5 | 2.2% | 0.9% | -2.9 | 12.1 | -13.9%
CCOC(=O)c1ccc(NC(=S)N2CCN(C(=O)C3CCCO3)CC2)cc1 (stereo not given) | -11.0% | -5.6% | 8.1% | 4.5% | 2.0% | 20.9 | -2.4% | -0.2% | . | 6.7 | 0.0%
COc1cccc2cc(C(C)=O)c(=O)oc12 | ? | -0.8% | -0.8% | 6.3% | . | -1.3 | 3.0%[2.3 µM] | 2.1% | 1.8 | -2.1 | 0.1%
CC(C)(C)c1ccc(C(=O)Nc2ccc([N+](=O)[O-])cn2)cc1 | -21.3% | 0.708µM* | 1µM* | -15.8% | -1.5% | -3.0 | 1.9µM* | ? | 2.5 | -28.6 | 0.1%
Cc1ncc([N+](=O)[O-])n1CC(=O)Nc1ccc(OC(F)(F)Cl)cc1 | 20.0% | -1.2% | -6.9% | -2.2% | -2.2% | -2.9 | 1.3% | -12.7% | 1.0 | -9.4 | 3.2%
O=C(NCCc1ccccc1)c1ccccc1NC(=O)C1CCCO1 (stereo not given) | ? | 1.41µM* | 1.26µM* | ? | -2.1% | . | ? | ? | 0.8 | -1.9 | -0.3%
CCCCCC/C=N/Nc1nnc(Cc2ccccc2)c(=O)[nH]1 | ? | -5.2% | -4.1% | -4.2% | -1.0% | 0.7 | 0.7% | -2.9% | 3.5 | 2.7 | 0.7%
CCOc1ccc(NC(=O)CN2C(=O)S/C(=C/c3cccn3C)C2=O)cc1 | -9.3% | -1.1% | 0.9% | -6.2% | -0.7% | 6.3 | -2.2% | ? | 5.1 | -0.2 | -3.5%
Clc1cccc(Nc2ncnc3c2cnn3-c2ccccc2)c1 | 10µM* | 25.3% | 17.4% | 22.4µM* | ? | -13.8 | 26.9µM* | ? | -23.0 | -19.0 | -5.1%
COC(CNC(=O)c1cccc(-n2c(=S)[nH]c3cc(Cl)ccc3c2=O)c1)OC | -32.6% | 1.5% | -39.7%[inhibitor] | 6.0% | 5.8% | -15.3 | -19.2% | -0.2% | 9.1 | -11.3 | -2.3%
CCCNC(=O)c1ccc(C)c(NC(=O)C2=C(C)OCCS2)c1 | 22.1% | -1.9% | -4.6% | -10.3% | -1.1% | -4.9 | -0.6% | -0.6% | 0.1 | 5.9 | -9.4%
COc1ccc2[nH]cc(CCn3ccc(=O)c(C)c3C)c2c1 | -11.5% | -6.2% | 8.3% | 4.8% | 3.5% | 16.2 | -0.1% | 1.3% | 1.4 | -8.8 | -2.4%
Cc1nnc(SCC(=O)N2CCc3ccccc3C2)s1 | 24.4% | -0.8% | 0.9% | 11.7% | 6.0% | -2.2 | -2.2% | 3.2% | -1.5 | 7.9 | 3.0%
Cc1ccc2nnnc(-c3ccccc3)c2c1 | -17.8% | 1.6% | -1.9% | -7.5% | -1.0% | 8.5 | -2.0% | 0.2% | 4.6 | 21.2 | -4.6%
CCn1c(COc2cc(C)ccc2C(C)C)nnc1SCC(=O)Nc1nccs1 | -3.2% | -9.3% | -7.6% | -3.6% | 9.6% | 27.6 | -1.0% | -3.5% | -1.2 | 7.1 | -3.9%
C/C(=N\NC(=O)CSc1nc(C)cc(C)n1)c1ccc([N+](=O)[O-])cc1 | -15.3% | -2.4% | 0.4% | -0.9% | 0.3% | -4.9 | -0.3% | 7.2% | 0.9 | 12.0 | 3.0%
Cc1cc(C)cc(OC(=O)CN2C(=O)c3ccccc3C2=O)c1 | -9.5% | -0.6% | -1.2% | -8.4% | 2.0% | 8.9 | 5.3% | -0.7% | 0.8 | -0.2 | 0.2%
Cc1cc(C(=O)Nc2ccc(S(=O)(=O)Nc3onc(C)c3C)cc2)cs1 | -6.5% | 2.1% | 7.8% | -2.4% | . | 1.4 | ? | -0.3% | 9.5 | 11.7 | -6.6%
CN(Cc1ccccc1)C(=C(Cl)Cl)C(=C1NCCN1)[N+](=O)[O-] | -38.6% | -2.5% | 0.5% | 0.6% | 2.0% | -3.2 | -2.6% | 3.8% | -0.4 | 23.8 | -6.3%
Cc1ccc(Cn2c3ccccc3c3cn[nH]c(=O)c32)cc1 | ? | 3.0% | -6.4% | -16.4% | 6.6% | 14.2 | 1.1% | 0.2% | -6.1 | 3.7 | -7.1%
COc1ccc(Cl)cc1NC(=O)NCc1cccnc1 | -23.1% | -7.3% | 0.5% | -5.9% | 1.8% | 10.9 | 15.1µM* | 0.0% | . | -17.3 | -2.3%
